Compound activity from PubChem.
INS promoter inh: TRM-6 insulin promoter activity inhibition | TRM-6 cells (human fetal islet line), insulin promoter-eGFP reporter, imaging; reporter expression induced with tamoxifen | inhibition, % at 2 µM | 130,000 compounds, 0.9% hits;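 active means inhibition above the mean plus 3 SD, with well images judged a real hit on visual review, cut at about 60% in these data, passing the limit was not always enough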
SDO1 yeast rescue: sdo1-depleted yeast growth rescue; z-score at 10 µM; S. cerevisiae sdo1-depleted JHY4D growth rescue, OD600 30 h; active compounds read high; pdr5 snq2 efflux-pump mutant strain; 140,000 compounds, 0.21% hits;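 active means z-score above 3 at both the 24 hr and the 30 hr optical density reads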;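 further: z-score against mean and SD of all compound wells on the same plate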
SDO1 yeast rescue Rescue 24 h: recorded beside SDO1 yeast rescue, whose call it bears; z-score; S. cerevisiae sdo1-depleted JHY4D growth rescue, OD600; measured here: growth rescue at 24 h;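 0 is the plate mean of compound wells and units are plate SD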
Numbers without * were called inactive; & = joins results of further samples.

O=C(NCCc1ccc(Cl)cc1)C1CCC(=O)N1C1CCCC1 (stereo not given) was read as INS promoter inh -16, SDO1 yeast rescue -0.04 and SDO1 yeast rescue Rescue 24 h -1.1.
Screening Cc1cc(NC(=O)c2cccs2)ccc1NC(=O)Cc1ccccc1 returned INS promoter inh 31.
Screening Cc1ccnc(NS(=O)(=O)c2ccc(CC(C)C)cc2)c1 returned INS promoter inh 27, SDO1 yeast rescue 0.33 and SDO1 yeast rescue Rescue 24 h 0.53.
`NCC[C@H](O)C(=O)N[C@@H]1C[C@H](N)[C@@H](O[C@H]2O[C@H](CN)[C@@H](O)[C@H](O)[C@H]2O)[C@H](O)[C@H]1O[C@H]1O[C@H](CO)[C@@H](O)[C@H](N)[C@H]1O` gave INS promoter inh 23, SDO1 yeast rescue -0.86 and SDO1 yeast rescue Rescue 24 h -1.9.
`Cc1nnc(Sc2nc3c(c(=O)n(C)c(=O)n3C)n2Cc2ccccc2Cl)s1` gave INS promoter inh 22.
For CCCNC(=O)c1cc(-c2ccc(OC)cc2)on1 the results were INS promoter inh -40, SDO1 yeast rescue -0.64 and SDO1 yeast rescue Rescue 24 h -1.2.
Screening Cc1ccc(-c2nnc(SCc3ccc(C#N)cc3)n2Cc2ccco2)cc1 returned INS promoter inh -3, SDO1 yeast rescue -0.46 and SDO1 yeast rescue Rescue 24 h -0.1.
COc1c(/C=N/NC(=O)c2ccccc2O)c(CCN(C)C(C)=O)cc2c1OCO2 was read as INS promoter inh 2, SDO1 yeast rescue 2 and SDO1 yeast rescue Rescue 24 h 2.5.
`O=C1CS/C(=C\[N+](=O)[O-])N1c1ccc(OC(F)(F)F)cc1` gave SDO1 yeast rescue -1.1 and SDO1 yeast rescue Rescue 24 h -0.63.
Screening O=C(c1sc2cccc(F)c2c1Cl)N1CCN(c2ncccn2)CC1 returned INS promoter inh -4, SDO1 yeast rescue -0.65 and SDO1 yeast rescue Rescue 24 h -0.29.
`Cc1cc(C)c(C)c(S(=O)(=O)ON2C(=O)c3ccccc3C2=O)c1C` gave SDO1 yeast rescue -2.4&-2.3 and SDO1 yeast rescue Rescue 24 h -2.3&-1.9.
For Cc1cc(NC(=O)CCCC(=O)N(c2ccccc2)C(C(=O)NC2CCCCC2)c2cccs2)no1 (stereo not given) the results were INS promoter inh -29, SDO1 yeast rescue 0.83 and SDO1 yeast rescue Rescue 24 h 0.81.
Screening Cc1cc(=O)oc(C)c1C(=O)NCc1cccnc1 returned INS promoter inh 40, SDO1 yeast rescue 0.53 and SDO1 yeast rescue Rescue 24 h -0.28.
`Cc1cc(C)n(C(=O)c2cc3c(s2)CCCC3)n1` gave INS promoter inh -34, SDO1 yeast rescue -0.67 and SDO1 yeast rescue Rescue 24 h -1.2.
Screening O=C(Nc1ccnc(-c2cccnc2)n1)c1ccc(Cl)c(Cl)c1 returned INS promoter inh 27, SDO1 yeast rescue -1.9 and SDO1 yeast rescue Rescue 24 h -0.59.
Screening COc1ccc(N2CCN(C(=O)CCCN3C(=O)c4cccc5cccc(c45)C3=O)CC2)cc1 returned INS promoter inh 36, SDO1 yeast rescue -0.02 and SDO1 yeast rescue Rescue 24 h 0.12.
For Cc1ccc(C(=O)Nc2ccncc2)o1 the results were INS promoter inh 10, SDO1 yeast rescue 0.27 and SDO1 yeast rescue Rescue 24 h 1.7.
`Cc1ccc(SCCNC(=O)c2cccc([N+](=O)[O-])c2C)cc1` gave SDO1 yeast rescue -1.7 and SDO1 yeast rescue Rescue 24 h -1.3.
For CNC(=O)Cn1nc(C)c2ccccc2c1=O the results were SDO1 yeast rescue 2.2 and SDO1 yeast rescue Rescue 24 h 2.9.
`COC(=O)c1sccc1NS(=O)(=O)c1ccc(OC)cc1` gave SDO1 yeast rescue -1.5 and SDO1 yeast rescue Rescue 24 h -0.88.
COc1ccccc1NC(=O)N(Cc1ccccc1)C1=NCC(C)S1 (stereo not given) was read as INS promoter inh 36, SDO1 yeast rescue -1.6 and SDO1 yeast rescue Rescue 24 h -0.48.
For O=C(c1ccccc1)N1CCC(c2nc3c(nnn3Cc3ccco3)c(=O)[nH]2)CC1 the results were SDO1 yeast rescue 0.3 and SDO1 yeast rescue Rescue 24 h -0.25.
Screening CN(C)c1ccc(C(=O)/C=C/c2ccco2)cc1 returned INS promoter inh -308, SDO1 yeast rescue -0.81 and SDO1 yeast rescue Rescue 24 h -1.
Screening Cc1cnn(C(=S)NCC2CCCO2)c1 (stereo not given) returned SDO1 yeast rescue 0.4 and SDO1 yeast rescue Rescue 24 h -0.59.
For O=C(N1CCCC1)C12CCC3CC(CC(C3)C1)C2 the results were INS promoter inh -13, SDO1 yeast rescue 1 and SDO1 yeast rescue Rescue 24 h 1.4.
Screening Cc1ccc(C2=NN(CC(=O)NCc3cccnc3)C(=O)CC2)cc1 returned INS promoter inh -16, SDO1 yeast rescue 1.6 and SDO1 yeast rescue Rescue 24 h 1.5.
For Cn1c(=O)c2c(nc(NCCOc3ccc(C(C)(C)C)cc3)n2C)n(C)c1=O the results were INS promoter inh 6, SDO1 yeast rescue -0.71 and SDO1 yeast rescue Rescue 24 h -0.45.
COc1ccc(Cl)cc1C(=O)NNC(=O)c1cccc(S(=O)(=O)N(C)C)c1 was read as SDO1 yeast rescue 0.47 and SDO1 yeast rescue Rescue 24 h 0.06.
`c1ccc(-c2csc(NNC3=NCCCCC3)n2)cc1` gave INS promoter inh 5, SDO1 yeast rescue 0.76 and SDO1 yeast rescue Rescue 24 h 2.2.
CCOC(=O)CN(C#N)c1nc(N(C)C)nc(N(C)C)n1 was read as INS promoter inh 25.
For O=C(CCC(=O)Nc1nnc(C2CCCCC2)s1)NCC1CCCO1 (stereo not given) the results were INS promoter inh 19, SDO1 yeast rescue -0.86 and SDO1 yeast rescue Rescue 24 h -1.5.
Screening Cc1[nH]nc2c1C(c1cccc(O)c1)C1=C(CC(C)(C)CC1=O)N2 (stereo not given) returned INS promoter inh 19, SDO1 yeast rescue 0.55 and SDO1 yeast rescue Rescue 24 h 0.84.
COc1ccc(NC(=O)Cn2nc3n(c2=S)CCC3)cc1 was read as SDO1 yeast rescue 0.87 and SDO1 yeast rescue Rescue 24 h 1.1.
CCOc1nc(NCCO)nc(NCCC2=CCCCC2)n1 was read as INS promoter inh -162, SDO1 yeast rescue -0.35 and SDO1 yeast rescue Rescue 24 h -0.84.
O=C(NCCc1cccc(Cl)c1)c1cccnc1 was read as INS promoter inh 52, SDO1 yeast rescue 0.68 and SDO1 yeast rescue Rescue 24 h 0.07.
`NS(=O)(=O)c1ccc(NN=C2CCCCC2)c([N+](=O)[O-])c1` gave INS promoter inh 4, SDO1 yeast rescue -1.2 and SDO1 yeast rescue Rescue 24 h -0.88.
CCOc1cc(N2CCOCC2)c(OCC)cc1NC(=O)COC(=O)c1ccccc1C was read as INS promoter inh 13, SDO1 yeast rescue -1 and SDO1 yeast rescue Rescue 24 h -0.3.
Cn1cnc(S(=O)(=O)NCc2ccccc2)c1 was read as INS promoter inh 6, SDO1 yeast rescue 1.8 and SDO1 yeast rescue Rescue 24 h 1.3.
Screening CC(=O)N1c2ccccc2C(C)(C)C2CCC(C)CC21 (stereo not given) returned INS promoter inh -100, SDO1 yeast rescue -0.66 and SDO1 yeast rescue Rescue 24 h -0.41.
Screening Cc1ccc(C(=O)NC(=S)NNC(=O)CCN2CCOCC2)cc1 returned INS promoter inh 7.
`O=C(CSc1ncnc2c1oc1ccccc12)NCc1ccc(F)cc1` gave SDO1 yeast rescue -0.83 and SDO1 yeast rescue Rescue 24 h -0.63.
For FC(F)(F)c1cnc(-n2cc[nH]c2=S)c(Cl)c1 the results were INS promoter inh 35, SDO1 yeast rescue 0.35 and SDO1 yeast rescue Rescue 24 h 0.27.
For O=C(CSC1=Nc2ccccc2C2=NC(c3ccccc3)C(=O)N12)NC1CCCCC1 (stereo not given) the results were INS promoter inh -3, SDO1 yeast rescue 1.6 and SDO1 yeast rescue Rescue 24 h 2.
For CCN1C(=O)C(CC(=O)Nc2ccc(C)cc2C)Nc2cc(S(=O)(=O)N(C)C)ccc21 (stereo not given) the results were INS promoter inh -83.
O=S(Cc1ccc(Cl)cc1)CC(O)COCc1ccc(Cl)cc1 (stereo not given) was read as INS promoter inh 25, SDO1 yeast rescue -1.1 and SDO1 yeast rescue Rescue 24 h -1.6.
Screening OCCCc1nc2n(n1)C(c1cccs1)C=C(c1ccc(Br)cc1)N2 (stereo not given) returned SDO1 yeast rescue -0.24 and SDO1 yeast rescue Rescue 24 h -0.16.
Screening COc1ccc(-n2c(Cc3cccn3C)nnc2SCC(=O)Nc2ccc3c(c2)OCCO3)cc1 returned SDO1 yeast rescue -0.26 and SDO1 yeast rescue Rescue 24 h -0.63.
O=C(COc1ncnc2ccc(Br)cc12)NCc1ccc2c(c1)OCO2 was read as INS promoter inh -9, SDO1 yeast rescue 0.25 and SDO1 yeast rescue Rescue 24 h -0.76.
Screening CCOc1ccc(-c2nn(-c3ccccc3)cc2/C=C2\SC(=S)N(C3CCS(=O)(=O)C3)C2=O)cc1 (stereo not given) returned INS promoter inh 11, SDO1 yeast rescue 0.91 and SDO1 yeast rescue Rescue 24 h 2.5.
Screening CCCN1CCN(C(=S)Nc2ccc(SC(F)F)cc2)CC1 returned INS promoter inh 50.
Screening Cc1noc(C)c1C(c1ccccc1)c1ccccc1 returned INS promoter inh 16, SDO1 yeast rescue -0.35 and SDO1 yeast rescue Rescue 24 h -0.32.
Cc1nc2ncnn2c(N2CCN(C(=O)c3cccc(F)c3)CC2)c1C was read as INS promoter inh -6, SDO1 yeast rescue 0.73 and SDO1 yeast rescue Rescue 24 h 0.93.
CSc1nc(-c2ccccc2)nc(SC)c1C(C)=O was read as INS promoter inh 28, SDO1 yeast rescue -0.15 and SDO1 yeast rescue Rescue 24 h 0.51.
Screening CC1CCc2c(sc(NC(=O)COC(=O)c3ccc(O)cc3)c2C#N)C1 (stereo not given) returned INS promoter inh -21.
Screening COc1ccc(Nc2nc(C)cc(C)c2C(N)=O)cc1 returned INS promoter inh -8, SDO1 yeast rescue -0.12 and SDO1 yeast rescue Rescue 24 h -0.26.
Screening Cc1cc(SCc2ccccc2)nc(=O)[nH]1 returned SDO1 yeast rescue -0.03 and SDO1 yeast rescue Rescue 24 h -0.34.
For CN(C)CCCN1C(=O)C(=O)/C(=C(/O)c2ccc3c(c2)OCO3)C1c1cccnc1 (stereo not given) the results were INS promoter inh -80.
For CCOC(=O)c1snc(C(=O)NC2CCCCC2)c1N the results were SDO1 yeast rescue -0.37 and SDO1 yeast rescue Rescue 24 h -0.25.
For O=C(Cc1ccccc1)Nn1c(-c2ccccc2)nc2ccccc2c1=O the results were INS promoter inh 60, SDO1 yeast rescue -0.02 and SDO1 yeast rescue Rescue 24 h -0.57.
COc1ccc(-c2ccc(NCCC3=CCCCC3)nn2)cc1OC was read as SDO1 yeast rescue 0.83 and SDO1 yeast rescue Rescue 24 h 1.6.
Screening CC(=O)Nc1cccc(/C(C)=N/NS(=O)(=O)c2ccc(C)cc2)c1 returned INS promoter inh 10.
For CCN(Cc1ccncc1)C(=S)Nc1c(C)cccc1C the results were SDO1 yeast rescue 0.78 and SDO1 yeast rescue Rescue 24 h 0.89.
CCOc1ccccc1C(=O)N(Cc1cccs1)C1CCS(=O)(=O)C1 (stereo not given) was read as INS promoter inh -8, SDO1 yeast rescue 0.82 and SDO1 yeast rescue Rescue 24 h -1.1.

In the list so far, these contain a CF3 group:
`O=C1CS/C(=C\[N+](=O)[O-])N1c1ccc(OC(F)(F)F)cc1` gave SDO1 yeast rescue -1.1 and SDO1 yeast rescue Rescue 24 h -0.63.
For FC(F)(F)c1cnc(-n2cc[nH]c2=S)c(Cl)c1 the results were INS promoter inh 35, SDO1 yeast rescue 0.35 and SDO1 yeast rescue Rescue 24 h 0.27.

Filtered by structure, the entries above with a thiophene ring, fused or not
Screening Cc1cc(NC(=O)c2cccs2)ccc1NC(=O)Cc1ccccc1 returned INS promoter inh 31.
Screening O=C(c1sc2cccc(F)c2c1Cl)N1CCN(c2ncccn2)CC1 returned INS promoter inh -4, SDO1 yeast rescue -0.65 and SDO1 yeast rescue Rescue 24 h -0.29.
For Cc1cc(NC(=O)CCCC(=O)N(c2ccccc2)C(C(=O)NC2CCCCC2)c2cccs2)no1 (stereo not given) the results were INS promoter inh -29, SDO1 yeast rescue 0.83 and SDO1 yeast rescue Rescue 24 h 0.81.
`Cc1cc(C)n(C(=O)c2cc3c(s2)CCCC3)n1` gave INS promoter inh -34, SDO1 yeast rescue -0.67 and SDO1 yeast rescue Rescue 24 h -1.2.
`COC(=O)c1sccc1NS(=O)(=O)c1ccc(OC)cc1` gave SDO1 yeast rescue -1.5 and SDO1 yeast rescue Rescue 24 h -0.88.
Screening OCCCc1nc2n(n1)C(c1cccs1)C=C(c1ccc(Br)cc1)N2 (stereo not given) returned SDO1 yeast rescue -0.24 and SDO1 yeast rescue Rescue 24 h -0.16.
Screening CC1CCc2c(sc(NC(=O)COC(=O)c3ccc(O)cc3)c2C#N)C1 (stereo not given) returned INS promoter inh -21.
CCOc1ccccc1C(=O)N(Cc1cccs1)C1CCS(=O)(=O)C1 (stereo not given) was read as INS promoter inh -8, SDO1 yeast rescue 0.82 and SDO1 yeast rescue Rescue 24 h -1.1.
